From PubChem
HRas wt GTP bind – human HRas wildtype GTP binding, change in either direction; actives 0.14% (n = 190,000); P01112; GTP binding activity, % at 10 µM; GST-Ras wt beads, Bodipy-FL-GTP binding, flow cytometry; actives lie on both sides;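 active = GTP binding activity at least 20% away from the 100% baseline, either lowered as inhibitor or raised as activator; inconclusive = flagged as likely green fluorescent, judged across all proteins in the well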;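 note: 0% = unlabeled GTP competition control and 100% = no-compound control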
Target sequence (P01112 whole entry, looked up): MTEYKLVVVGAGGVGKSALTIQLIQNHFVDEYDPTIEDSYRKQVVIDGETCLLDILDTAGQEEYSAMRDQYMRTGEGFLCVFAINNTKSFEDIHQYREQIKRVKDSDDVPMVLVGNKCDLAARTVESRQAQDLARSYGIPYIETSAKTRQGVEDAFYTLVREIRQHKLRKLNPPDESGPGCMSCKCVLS
Rac1 wt GTP bind – alters GTP binding to wildtype human Rac1. P63000. GST-Rac1 beads, fluorescent GTP binding, flow cytometry; actives lie on both sides; 0 = cold GTP competed, 100 = untreated. GTP binding activity (% of control), % at 10 µM. actives 0.27% (n = 190,000). AID 757;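 active = GTP binding activity at least 20 points away from the 100% control level, either lower or higher; inconclusive = compound flagged as likely green fluorescent, judged across all proteins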
Mcl1 Noxa PPI – Mcl-1/Noxa interaction inhibition | Q07820 | TR-FRET Mcl-1/Noxa peptide binding, 2 h | inhibition, % at 21.7 µM | actives 1.5% (n = 220,000);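 active = compounds that cut the protein-peptide binding signal by more than 50% relative to plate controls in a single-dose test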;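 note: His-tagged Mcl-1 with rhodamine Noxa BH3 peptide and terbium anti-His antibody; 0% = Mcl-1 plus Noxa peptide wells and 100% = peptide-only wells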
Rab2A wt mod – changes GTP binding to wildtype dog Rab2A, up or down. GTP binding activity, % at 10 µM. P61105. GST-Rab2 wt beads, Bodipy-GTP binding, flow cytometry. actives 0.19% (n = 190,000);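 active = GTP binding activity at least 20 points away from 100%, either lowered or raised; inconclusive = signal likely due to the compound's own green fluorescence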;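 note: 0% = beads with excess unlabeled GTP and 100% = no-compound control corrected for plate trend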
Pf gametocyte – kills late stage P. falciparum gametocytes; P. falciparum stage V gametocytes, ATP luminescence, 24 h; AID 743093; inhibition, % at 10.9 µM; actives 0.065% (n = 150,000);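 active = inhibition above the mean plus 3 SD of compounds within the control limits, set per campaign, cut at about 38% in these data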;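 note: 0% = DMSO wells and 100% = medium only without gametocytes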
ABCG2 block – blocks JC-1 efflux by human ABCG2 transporter; Q9UNQ0; IgMXP3 cells, flow cytometry; inhibition, % at 6.6 µM; actives 0.1% (n = 190,000); AID 1325;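 active = inhibition above 80%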;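 note: 0% = DMSO and 100% = nicardipine control wells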
Target sequence (Q9UNQ0 whole entry, looked up): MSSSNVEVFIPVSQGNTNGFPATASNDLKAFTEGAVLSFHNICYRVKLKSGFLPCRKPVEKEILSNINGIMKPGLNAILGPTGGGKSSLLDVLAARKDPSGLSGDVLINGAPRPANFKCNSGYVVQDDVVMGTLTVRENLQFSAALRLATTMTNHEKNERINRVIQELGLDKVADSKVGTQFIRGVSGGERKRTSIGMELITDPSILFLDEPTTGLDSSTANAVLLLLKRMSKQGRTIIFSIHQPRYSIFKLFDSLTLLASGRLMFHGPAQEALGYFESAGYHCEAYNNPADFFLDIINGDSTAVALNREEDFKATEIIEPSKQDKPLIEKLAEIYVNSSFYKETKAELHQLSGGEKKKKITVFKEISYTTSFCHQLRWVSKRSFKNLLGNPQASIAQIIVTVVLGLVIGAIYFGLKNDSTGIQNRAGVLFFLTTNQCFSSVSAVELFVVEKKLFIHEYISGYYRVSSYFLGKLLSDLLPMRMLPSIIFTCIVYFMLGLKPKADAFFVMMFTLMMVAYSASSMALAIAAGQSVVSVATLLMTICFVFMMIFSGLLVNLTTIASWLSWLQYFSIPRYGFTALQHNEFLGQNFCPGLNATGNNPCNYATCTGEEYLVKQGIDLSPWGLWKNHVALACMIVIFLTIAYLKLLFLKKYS
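Test system: IgMXP3 (ABCG2) plus far-red-tagged CCRF-Adr (ABCB1) cells / Amount: 3 million cells/mL in well / Reagent: JC-1 transporter substrate / Timing: 10 min compound exposure, 25 °C / Signal: flow cytometry, 530 nm JC-1 signal / Read-out: percent efflux inhibition, scaled nicardipine 100% to DMSO 0% / Benchmarks: nicardipine as high control, DMSO as low control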
Avidin bead fluor – avidin bead compound fluorescence profile | Avidin beads, compound fluorescence 488/530 nm, flow cytometry; stronger effect = higher value | fluorescence (KMESF) at 10 µM | actives 0.38% (n = 220,000); in the data active = fluorescence above about 47; note: inactives centre near 10
Cdc42 wt – changes GTP binding to wildtype human Cdc42; GST-Cdc42 beads, Bodipy-GTP binding, flow cytometry; actives lie on both sides; percent activity (GTP binding), % at 10 µM; actives 0.2% (n = 190,000); AID 761;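 active = percent activity GTP binding at least 20 points away from the 100% baseline, either down as inhibitor or up as activator; inconclusive = compound flagged as likely green fluorescent from well-wide comparison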;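 note: median bead fluorescence of bound Bodipy-FL-GTP at 100 nM; 0% = excess unlabeled GTP control and 100% = no compound control; below 100% means less GTP binding so inhibitor and above means activator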
Target sequence (P60953 whole entry, looked up): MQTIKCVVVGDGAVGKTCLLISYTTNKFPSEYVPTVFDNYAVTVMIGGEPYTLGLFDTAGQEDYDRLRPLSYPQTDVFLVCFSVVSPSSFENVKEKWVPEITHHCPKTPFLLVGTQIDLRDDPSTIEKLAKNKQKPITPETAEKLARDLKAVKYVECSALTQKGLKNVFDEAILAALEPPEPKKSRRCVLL
Rac1 act GTP bind – human Rac1 activated mutant GTP binding change; P63000; GST-Rac1 activated beads, fluorescent GTP binding, flow cytometry; actives lie on both sides; 100% means binding = to untreated wells; percent activity (GTP binding), % at 10 µM; actives 0.11% (n = 190,000); AID 764;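 active = GTP binding at least 20 percentage points away from the 100% baseline, in either direction, so actives lie on both sides; inconclusive = Compound likely fluorescent itself, or too few beads counted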
Rab7 wt GTP bind – alters GTP binding to wildtype dog Rab7 | GTP binding activity (percent of control), % at 10 µM | GST-Rab7 beads, fluorescent GTP binding, flow cytometry; actives lie on both sides; untreated = 100%, excess cold GTP = 0% | actives 0.055% (n = 190,000);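 active = fluorescent GTP binding to Rab7 beads changed by at least 20 points from the 100% baseline, either direction, mostly lower; inconclusive = compound itself probably fluorescent, or too few beads counted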;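 note: median green fluorescence of bound Bodipy-FL-GTP per Rab7 bead population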
ABCB1 block – inhibitors of human ABCB1 transporter, ABCG2 counter-screen | inhibition, % at 6.6 µM | P08183 | actives 0.067% (n = 190,000) | CCRF-Adr cells, JC-1 efflux, flow cytometry; in the data active = inhibition above about 40%;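 note: 0% = vehicle and 100% = reference inhibitor; higher value means more JC-1 retained so stronger ABCB1 efflux block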
Active calls of the source: *; ? = inconclusive; nt = not tested or not shown.

SMILES	HRas wt GTP bind	Rac1 wt GTP bind	Mcl1 Noxa PPI	Rab2A wt mod	Pf gametocyte	ABCG2 block	Avidin bead fluor	Cdc42 wt	Rac1 act GTP bind	Rab7 wt GTP bind	ABCB1 block
O=C(COC(=O)[C@@H]1CC(O)CN1S(=O)(=O)c1ccc2c(c1)OCCO2)NCc1ccc(F)cc1 (stereo not given in full)	99.0	103.0	11.0	96.0	7.6	0.1	14	100.0	97.0	103.0	0.1
FC(F)(F)c1cc(-c2cccs2)nc(NCc2ccco2)n1	102.0	107.0	-6.3	104.0	nt	0.9	12	101.0	98.0	104.0	0.4
COc1cccc(-c2nnc3sc(C4CCCCC4)nn23)c1	99.0	100.0	1.7	99.0	-16.2	2.3	12	98.0	99.0	99.0	0.1
Cc1nc(SCC(=O)Nc2c(C)n(C)n(-c3ccccc3)c2=O)nc(C)c1C	103.0	107.0	-8.2	99.0	nt	4.3	32	104.0	101.0	101.0	0.5
Cc1ccc(S(=O)(=O)n2[nH]c(=O)c(CCO)c2C)cc1	95.0	95.0	2.9	96.0	8.5	3.3	7	96.0	94.0	98.0	1.8
CN1CCN(CCC(=O)Nc2ccc(F)c(F)c2)CC1	96.0	95.0	9.7	95.0	nt	2.0	9	97.0	95.0	99.0	0.3
O=C(NC(=S)Nc1nc2c(s1)CCCC2)c1ccc(C(=O)c2ccccc2)cc1	99.0	101.0	-2.2	96.0	nt	-9.7	8	97.0	101.0	96.0	-0.2
Cc1cc(C)n(-c2ccc(Cl)c(C(=O)Nc3cc(C(F)(F)F)ccc3Cl)n2)n1	95.0	101.0	9.2	96.0	nt	116.3*	25	99.0	99.0	97.0	9.0
Cc1noc(NS(=O)(=O)c2ccc(NC(=O)COc3ccccc3)cc2)c1C	100.0	101.0	11.9	100.0	-0.8	0.0	17	100.0	99.0	102.0	0.1
CCOC(=O)c1[nH]c(C)c(C(=O)Nc2ccccc2F)c1C	96.0	98.0	16.9	97.0	2.7	7.9	108*	97.0	97.0	95.0	0.1
CC1CCCCN1c1nnc(NC(=O)c2cc(-c3ccc(Br)cc3)on2)s1 (stereo not given)	97.0	97.0	24.2	95.0	nt	-0.6	7	99.0	94.0	97.0	0.1
Cc1ccnc(N2CCC(C(=O)NCc3ccc4c(c3)OCO4)CC2)n1	102.0	104.0	-2.4	100.0	nt	2.6	6	103.0	100.0	101.0	0.4
O=C(NCc1ccco1)C(=O)c1c[nH]c2ccccc12	94.0	96.0	32.9	94.0	5.4	17.1	11	93.0	91.0	93.0	0.5
O=C(COc1ccccc1)N1CCN(S(=O)(=O)c2cccc([N+](=O)[O-])c2)CC1	100.0	101.0	0.5	102.0	12.0	0.7	7	98.0	97.0	108.0	0.5
O=C(NCc1ccco1)c1nc(-c2ccccc2)n(-c2ccccc2)n1	97.0	98.0	-7.5	96.0	nt	3.2	8	96.0	96.0	98.0	0.4
COc1ccc(CC(=O)Nc2cccc(C(=O)O)c2C)cc1	104.0	104.0	-1.5	105.0	-8.7	0.6	12	104.0	101.0	100.0	0.3
COc1ccc(CCNC(=O)c2cccnc2SC)cc1	101.0	101.0	18.0	97.0	20.6	1.0	25	99.0	97.0	97.0	-0.1
O=C(NCc1ccccc1)N1CCN(c2ccc(F)cc2)CC1	100.0	104.0	28.6	99.0	-7.7	4.2	7	100.0	101.0	97.0	0.5
O=C(c1cc2ncc(Br)cn2n1)N1CCOCC1	101.0	107.0	19.8	101.0	nt	1.1	8	104.0	102.0	100.0	0.4
Cc1ccc(S(=O)(=O)CCc2nnc(NC(=O)CCl)s2)cc1C	97.0	99.0	25.2	95.0	nt	0.4	10	94.0	92.0	101.0	0.1
O=S(=O)(c1ccccc1)c1nc(NCc2ccccc2)sc1Cl	97.0	107.0	6.0	98.0	-20.0	-0.2	3	100.0	100.0	99.0	-0.3
O=c1[nH]c2ccccc2n1C1=CCCC1	99.0	98.0	-3.4	99.0	11.8	2.0	10	98.0	100.0	100.0	0.6
Cc1ccc(-c2nc(CSCC(=O)Nc3cc(C)on3)c(C)o2)cc1	101.0	105.0	8.0	100.0	nt	0.8	6	99.0	99.0	100.0	0.2
C=CCNC(=O)c1onc(CSc2ccc(F)cc2)c1C(=O)O	96.0	92.0	24.5	91.0	nt	3.8	11	94.0	92.0	95.0	0.4
COc1ccc(C(=O)C(C)Oc2cccc(NC(=O)c3cccc([N+](=O)[O-])c3)c2)cc1 (stereo not given)	98.0	101.0	-7.3	98.0	-11.2	5.0	1	98.0	98.0	97.0	2.5
Cc1cccc(-n2ncc3c(Nc4c(C)n(C)n(-c5ccccc5)c4=O)ncnc32)c1	101.0	103.0	-2.6	101.0	nt	-0.4	9	101.0	98.0	104.0	0.0
O=C(COC(=O)c1ccccc1F)Nc1cccnc1Cl	98.0	102.0	-4.3	97.0	8.0	7.0	9	100.0	97.0	98.0	0.5
C=CCn1c(N2CCN(c3ccc(OC)cc3)CC2)nc2c1c(=O)n(C)c(=O)n2C	95.0	92.0	17.4	98.0	nt	-1.1	7	97.0	95.0	94.0	-0.5
N#CCCN1CCN(S(=O)(=O)c2ccc(S(=O)(=O)NCc3ccccc3)cc2)CC1	99.0	99.0	14.2	99.0	nt	0.4	4	100.0	97.0	98.0	0.7
O=C(O)C1CCCCC1C(=O)NCc1ccccc1 (stereo not given)	?	?	-20.1	?	20.4	0.9	14	?	?	?	0.1
Cc1ccc(/C(CSc2nccn2-c2ncc(C(F)(F)F)cc2Cl)=N\O)cc1	96.0	96.0	10.6	94.0	nt	1.4	32	97.0	94.0	94.0	0.5
CCN(CCCNC(=O)CN1C(=O)COc2ccccc21)c1ccccc1	102.0	107.0	15.7	103.0	nt	6.5	30	105.0	103.0	105.0	0.7
Cc1cc(Cl)c2ccc3ccccc3c2n1	92.0	90.0	13.9	91.0	nt	0.9	9	90.0	89.0	92.0	0.4
CC1(C)N=C(N)NC(Nc2ccccc2)=N1	100.0	100.0	-7.3	98.0	nt	2.2	9	100.0	98.0	101.0	0.6
S=c1nc(C2COc3ccccc3O2)[nH][nH]1 (stereo not given)	94.0	93.0	12.3	95.0	nt	1.4	7	94.0	93.0	96.0	0.1
CCNc1nc2c(c(=O)[nH]c(=O)n2C)n1CC(C)C	102.0	100.0	-4.7	99.0	nt	-3.0	6	101.0	98.0	104.0	-2.7
Cc1ccc(OCCn2cc(/C=C3\C(=O)NN(c4ccccc4)C3=O)c3ccccc32)cc1	100.0	107.0	14.2	99.0	2.6	-3.8	4	104.0	101.0	100.0	-1.6
N#Cc1ccsc1NC(=O)CN1CCN(S(=O)(=O)c2ccc3ccccc3c2)CC1	97.0	101.0	14.9	96.0	-6.3	9.9	11	100.0	96.0	98.0	3.9
COc1cccc(CNCCc2c[nH]c3ccccc23)c1OCc1ccccc1F	104.0	103.0	22.8	103.0	nt	0.5	16	103.0	100.0	98.0	0.2
CC(=O)N/C(=C/c1ccc([N+](=O)[O-])cc1)C(=O)O	101.0	102.0	19.6	101.0	9.3	3.5	3	100.0	98.0	105.0	0.2
COc1ccc2nc(SCC(=O)Nc3ccc(S(=O)(=O)Nc4nccc(C)n4)cc3)[nH]c2c1	99.0	99.0	8.2	96.0	-13.4	1.1	13	97.0	97.0	99.0	-0.4
CC(C)(C)NC(=O)CSc1nnc(CN2CCCCCC2=O)n1-c1ccccn1	104.0	108.0	-5.5	105.0	nt	1.7	11	105.0	101.0	102.0	0.3
O=C(CN1C(=O)NC2(CCCCCCC2)C1=O)NC1CCCc2ccccc21 (stereo not given)	99.0	105.0	4.0	98.0	2.6	5.0	13	102.0	97.0	99.0	0.4
CSc1nnc(Cn2c(=O)sc3ccccc32)n1-c1cccc(Cl)c1	94.0	95.0	14.3	94.0	25.0	3.6	4	97.0	96.0	93.0	1.5
CC(C)CC(=O)OCC(=O)Nc1ccccc1Sc1ccccc1	101.0	104.0	-5.2	100.0	14.1	4.2	2	103.0	101.0	106.0	0.3
CCN(CC)C(=O)CSc1nnnn1-c1ccc(F)c(Cl)c1	99.0	100.0	3.9	97.0	-12.8	1.2	10	96.0	96.0	102.0	0.2
CN1CCN(CC(=O)N(C)c2nc(-c3ccccc3)cs2)CC1	101.0	97.0	8.0	104.0	-5.0	-0.3	9	102.0	101.0	95.0	-0.1
COC(=O)c1c(NC(=O)CC2Sc3ccc(C(F)(F)F)cc3NC2=O)sc(C)c1C (stereo not given)	98.0	102.0	-19.3	97.0	13.1	2.8	6	96.0	95.0	100.0	0.0
Cc1c(C(=O)NCc2cccnc2)oc2ccc(S(=O)(=O)N3CCCCCC3)cc12	102.0	106.0	5.8	101.0	nt	5.0	16	103.0	100.0	100.0	2.3
N#Cc1ccc(NC(=O)COC(=O)C2=COCCO2)cc1	101.0	101.0	-13.6	100.0	nt	-1.4	19	99.0	98.0	101.0	-2.5
OC1CC(c2ccco2)NC2(CCCCC2)C1 (stereo not given)	101.0	106.0	-8.8	100.0	17.3	15.9	9	102.0	98.0	101.0	0.8
CC(C)CCn1c(=S)[nH]c2ncccc2c1=O	101.0	101.0	-3.5	101.0	nt	5.8	10	102.0	99.0	103.0	0.8
CC(C)NC(=O)C1CCCN(S(C)(=O)=O)C1 (stereo not given)	94.0	94.0	20.6	94.0	nt	4.2	13	95.0	94.0	94.0	0.3
Cc1cc(C(=O)N2CCCC(C(=O)c3ccc4ccccc4c3)C2)nn1C (stereo not given)	98.0	101.0	-10.6	96.0	-2.1	6.8	3	97.0	93.0	98.0	-0.6
C=CCn1c(SCC(=O)Nc2ccc3c(c2)OCO3)nnc1-c1cc(Br)ccc1O	92.0	81.0	25.3	88.0	-18.3	20.8	nt	90.0	88.0	94.0	1.0
c1ccc(Nc2ncnc3sc4c(c23)CCC4)cc1	102.0	100.0	12.1	101.0	nt	30.6	8	102.0	100.0	100.0	1.3

Marked active in ABCG2 block, among the entries above:
Compound | HRas wt GTP bind | Rac1 wt GTP bind | Mcl1 Noxa PPI | Rab2A wt mod | ABCG2 block | Avidin bead fluor | Cdc42 wt | Rac1 act GTP bind | Rab7 wt GTP bind
Cc1cc(C)n(-c2ccc(Cl)c(C(=O)Nc3cc(C(F)(F)F)ccc3Cl)n2)n1 | 95.0 | 101.0 | 9.2 | 96.0 | 116.3* | 25 | 99.0 | 99.0 | 97.0
